# Screens from PubChem BioAssay.
# HePTP inh: human HePTP phosphatase inhibition | P35236 | recombinant HePTP phosphatase activity, OD absorbance | inhibition, % at 20 µM | 0.64% of 110,000 active; in the data active = inhibition above about 50%;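 also: plate controls were vehicle for no effect and reference inhibitor for full effect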
# BAP1 inh: blocks human BAP1 ubiquitin-AMC hydrolysis. Q92560. recombinant BAP1, Ub-AMC hydrolysis fluorescence kinetic; stronger effect = lower value. 0.48% of 72,000 active. activity remaining (% of control), % at 20 µM;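 active = activity remaining at or below 50% of control, provided the compound also passes the data quality filters; inactive = the rest, including low values that fail the filters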;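 also: 100% = DMSO wells rate and 0% = substrate alone blank rate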
# Target sequence (Q92560 whole entry, looked up): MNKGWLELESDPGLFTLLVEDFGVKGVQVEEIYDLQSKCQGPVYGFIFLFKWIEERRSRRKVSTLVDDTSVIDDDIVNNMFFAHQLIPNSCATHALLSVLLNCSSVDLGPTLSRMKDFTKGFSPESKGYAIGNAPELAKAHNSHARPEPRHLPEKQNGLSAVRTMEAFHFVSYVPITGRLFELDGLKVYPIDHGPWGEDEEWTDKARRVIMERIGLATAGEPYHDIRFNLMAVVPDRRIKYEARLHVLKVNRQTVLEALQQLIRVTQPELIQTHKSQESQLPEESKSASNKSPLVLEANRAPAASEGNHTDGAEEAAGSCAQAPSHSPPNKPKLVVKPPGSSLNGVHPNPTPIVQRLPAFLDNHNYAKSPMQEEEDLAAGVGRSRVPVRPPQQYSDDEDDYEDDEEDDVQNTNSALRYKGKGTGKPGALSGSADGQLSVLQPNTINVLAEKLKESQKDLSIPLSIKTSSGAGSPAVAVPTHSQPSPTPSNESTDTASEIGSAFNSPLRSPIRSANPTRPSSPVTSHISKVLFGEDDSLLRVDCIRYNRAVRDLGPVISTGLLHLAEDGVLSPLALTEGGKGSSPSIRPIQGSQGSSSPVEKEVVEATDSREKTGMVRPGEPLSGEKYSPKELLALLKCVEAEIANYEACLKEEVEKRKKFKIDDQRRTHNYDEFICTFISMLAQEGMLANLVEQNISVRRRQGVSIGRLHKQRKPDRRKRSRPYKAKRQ
# An asterisk follows results filed as active; · = not tested or not shown; & = joins results of further samples.
SMILES,HePTP inh,BAP1 inh
CCOC(=O)N1CCN(S(=O)(=O)c2cc(Br)cc3c2N(C(C)=O)C(C)C3)CC1 (stereo not drawn),2,·
COc1ccccc1-n1c(SCC(=O)NC(C)(C)C)nc(O)cc1=O,8,88
O=C(NCCNc1ccc(Cl)cc1[N+](=O)[O-])c1cccnc1,-9,·
O=C(CN(Cc1ccco1)C(=O)CNS(=O)(=O)c1ccccc1)NCc1ccccc1,4,99
COc1ccc(C2C3C(=O)N(c4ccccc4)C(=O)C3ON2c2ccccc2C)cc1 (stereo not drawn),3,·
COc1ccccc1NC(=O)CC1S/C(=N\N=C(/C)c2ccc([N+](=O)[O-])cc2)NC1=O (stereo not drawn),9,·
COc1cc(NC(=O)COc2ccc(Cl)cc2C)ccc1NC(=O)c1ccco1,4,·
O=S(=O)(NC1CCN(Cc2ccccc2)CC1)c1cccc(S(=O)(=O)N2CCOCC2)c1,9,119
Cc1cc2cc(CN(CCCO)S(=O)(=O)c3cccc4nsnc34)c(=O)[nH]c2cc1C,3,90
O=C(NCc1cccnc1)c1cccc2c1C(=O)N(C1CCCCC1)C2,12,114
CC1=C(C)C(=O)C(CCCCC#CCCCC#CCO)=C(C)C1=O,13,89&90
Cc1ccccc1/C=C1/SC(N)=NC1=O,0,·
CN(CC(=O)NCc1ccccn1)S(=O)(=O)c1ccc(Cl)cc1,2,79
CC(C(=O)N1c2ccccc2Sc2ccccc21)N1C(=O)c2ccccc2C1=O (stereo not drawn),·,114
O=C(Nc1cc(C(F)(F)F)ccc1Cl)c1ccc2c(c1)OCO2,5,·
CCc1ccc(NC2=C(Cl)C(=O)N(c3ccc(C)cc3)C2=O)cc1,-4,·
CC(=O)Oc1ccc2nc(-c3ccc(C(C)(C)C)cc3)oc(=O)c2c1,-5,·
COc1ccc(C(=O)N2CCN(Cc3ccc(OC)c(Br)c3)CC2)cc1,-8,·
CCCCC(=O)Nc1nnc(Cc2ccc(Cl)cc2Cl)s1,-1,·
O=S(=O)(N/N=C/c1cccc(OC2CSC2)c1)c1ccccc1,1,·
CCc1ccc(/C=C(/C#N)c2nc3ccc(C)cc3[nH]2)cc1,-2,·
O=C(c1ccccc1F)N1CCN(c2cccc(Cl)c2)CC1,-1,·
N#Cc1c(N)n[nH]c1-c1cc2c([nH]1)CCCC2,-4,101
CCOC(=O)c1ccc(-n2c(C)cc(C=C3C(=O)c4ccccc4C3=O)c2C)cc1,-10,·
COC(=O)c1c(NC(=O)CCC(=O)O)sc(C)c1-c1ccc(C)cc1,7,·
CC(C)OC(=O)CSc1ncnc2c1cnn2-c1ccccc1,-1,99
CCN(CC)c1ccc(NC(=O)CN2CCN(c3ccc(F)cc3)CC2)cc1,2,103
CC1=NN(c2ccc(C)cc2)C(=O)C1C(c1ccccc1O)c1c(C)[nH]n(-c2ccc(C)cc2)c1=O (stereo not drawn),8,·
O=C(c1cc2cc([N+](=O)[O-])ccc2s1)N1CCCCC1,·,117
CCOC(=O)c1c(NC(=O)/C=C/c2ccc(OC)cc2)sc2c1CCCC2,4,·
CCN(CC)CCCNC(=O)c1cc(-c2ccc(Cl)c(Cl)c2)on1,7,105
Cc1cc(Cl)cc(C)c1OCCCCN1CCOCC1,9,98
O=C(CSc1ncc(-c2ccc(F)cc2)n1Cc1ccco1)Nc1nccs1,0,91
CCN(CCCNC(=O)CNC(=O)Cn1cnc2ccccc2c1=O)c1cccc(C)c1,4,99
Cc1ccc(-n2nc(C)c(-c3cccc([N+](=O)[O-])c3)c2C)cc1Cl,13,·
CN(C(=O)CSc1nnc(NC2CCCCC2)s1)C1CCS(=O)(=O)C1 (stereo not drawn),9,94
O=[N+]([O-])c1ccc(SCCc2ccncc2)cc1,·,75
O=c1c2ccccc2nc(/C=C/c2c[nH]c3ccccc23)n1-c1ccc([N+](=O)[O-])cc1,5,·
O=C(C1CCCN(S(=O)(=O)c2cccc3nsnc23)C1)N1CC=C(c2ccccc2)CC1 (stereo not drawn),6,79
COc1ccc([N+](=O)[O-])cc1NC1CCCC(C)C1 (stereo not drawn),7,·
CCOC(=O)C(CNC(=O)c1ccccc1)(Oc1ccc(Cl)cc1)C(=O)OCC,6,·
CCOC(=O)c1cnc(SCC(=O)NCc2cccs2)nc1N,-1,98
Cc1ccc(NC(=O)Nc2cccs2)cc1,-1,100
COc1ccc(OC)c(S(=O)(=O)Nc2ccc(O)c(Sc3ncn[nH]3)c2)c1,-7,133
Cc1ccc(S(=O)(=O)c2c(C)nn(C(C)(C)C)c2OC(=O)c2ccc(Br)o2)cc1,-5,97

# Single records, as listed above. Screens in order: HePTP inh | BAP1 inh
# Results for O=[N+]([O-])c1ccc(SCCc2ccncc2)cc1 → · | 75
# Results for O=C(C1CCCN(S(=O)(=O)c2cccc3nsnc23)C1)N1CC=C(c2ccccc2)CC1 (stereo not drawn) → 6 | 79
# Results for O=C(CSc1ncc(-c2ccc(F)cc2)n1Cc1ccco1)Nc1nccs1 → 0 | 91
# Results for CCOC(=O)c1cnc(SCC(=O)NCc2cccs2)nc1N → -1 | 98
# Results for CCN(CCCNC(=O)CNC(=O)Cn1cnc2ccccc2c1=O)c1cccc(C)c1 → 4 | 99

# The results go on.
SMILES,HePTP inh,BAP1 inh
CCCN1C(=O)C(O)(C/C(C)=N/O)c2ccccc21 (stereo not drawn),9,101
COc1cccc(CN2CCN(Cc3ccc4c(c3)OCO4)CC2)c1OC,·,105
COCCN(CC(=O)NCC1CCCO1)C(=O)CCC(=O)Nc1cc(C)on1 (stereo not drawn),-1,102
COc1cc(OC)c(/C=C2/SC(NC(C)=O)=NC2=O)cc1Br,8,·
CCOC(=O)c1c(-c2ccccc2)csc1NC(=O)CSc1nc2ccccc2o1,·,53
COc1cccc(-c2nn(C)c3sc(C(=O)N4CCN(c5ccccc5)CC4)cc23)c1,0,58
Cc1cc(I)ccc1NC(=O)c1cccc(CSc2nncn2C)c1,·,174
CCC1CCc2c(sc(NC(=O)c3cnccn3)c2C(N)=O)C1 (stereo not drawn),4,·
Clc1ccc2[nH]c3c(NCC4CCCO4)ncnc3c2c1 (stereo not drawn),10,·
Cc1ccc(SCc2[nH]nc3c2C2(CCSCC2)C(C#N)=C(N)O3)cc1,6,90
Cc1nc2c(C)c(-c3ccccc3)nn2c(C)c1Cl,-1,·
O=C(c1ccccc1)N1CCCC(C(=O)N2CCCCCC2)C1 (stereo not drawn),-4,73
O=C(N/N=C/c1cc(O)ccc1[N+](=O)[O-])c1ccccn1,-11,·
CCOC(=O)C1=C(O)/C(=C/c2ccc(N(C)C)cc2)SC1=Nc1cccc(Cl)c1,11,·
Cc1nc(NC(=O)c2ccc(Cl)cc2[N+](=O)[O-])sc1C,-14,·
O=C(N1CCCC1)N1CCN(c2ncnc3c(-c4ccc(Cl)cc4)nsc23)CC1,-8,103
O=C(O)c1ccn(Cn2cnc3ccccc32)n1,-2,107
COCCn1c(C)cc(C(=O)COC(=O)c2n[nH]c3ccccc23)c1C,-10,110
O=C(CCS(=O)(=O)c1ccc(Cl)cc1)OCC(=O)N1CCCCC1,5,143
COc1ccc(C2=NO[C@@H]3C(=O)N(c4cccc(C)c4C)C(=O)[C@H]23)cc1OC,12,103
O=C1CC(c2ccco2)CC2=C1C=Nc1ccccc1N2 (stereo not drawn),3,103
CCOC(=O)c1cn(CC)c2cc(Cl)c(-c3ccco3)c(Cl)c2c1=O,6,·
COCCCNCCOCCOc1ccc(Cl)cc1C,-9,·
Cc1cc(C(F)(F)F)nc(NCc2cccnc2)n1,10,89
CCOC(=O)c1ccc(-n2sc3c(c2=S)-c2ccccc2NC3(C)C)cc1,11,·
CC(C)(C)n1ncc2c(=O)n(CC(=O)Nc3ccc(Cl)cc3)cnc21,7,121
CC(C)Cn1c(N)c(C(=O)NCCN2CCOCC2)c2nc3ccccc3nc21,13,·
O=c1ccc(Oc2nc(N3CCCCC3)nc(N3CCCCC3)n2)n[nH]1,4,109
O=C(O)CCC(=O)Nc1ccc(N2CCOCC2)cc1,3,101
COc1cc(/C=N/n2nnnc2N)cc(OC)c1OC,-8,·

# Entries above that have an aryl thioether with sulfur outside any ring, in the order listed:
SMILES,HePTP inh,BAP1 inh
COc1ccccc1-n1c(SCC(=O)NC(C)(C)C)nc(O)cc1=O,8,88
CC(C)OC(=O)CSc1ncnc2c1cnn2-c1ccccc1,-1,99
O=C(CSc1ncc(-c2ccc(F)cc2)n1Cc1ccco1)Nc1nccs1,0,91
CN(C(=O)CSc1nnc(NC2CCCCC2)s1)C1CCS(=O)(=O)C1 (stereo not drawn),9,94
O=[N+]([O-])c1ccc(SCCc2ccncc2)cc1,·,75
CCOC(=O)c1cnc(SCC(=O)NCc2cccs2)nc1N,-1,98
COc1ccc(OC)c(S(=O)(=O)Nc2ccc(O)c(Sc3ncn[nH]3)c2)c1,-7,133
CCOC(=O)c1c(-c2ccccc2)csc1NC(=O)CSc1nc2ccccc2o1,·,53
Cc1cc(I)ccc1NC(=O)c1cccc(CSc2nncn2C)c1,·,174
Cc1ccc(SCc2[nH]nc3c2C2(CCSCC2)C(C#N)=C(N)O3)cc1,6,90

# The results go on.
SMILES,HePTP inh,BAP1 inh
COc1cc(OC)c(-c2nc(-c3ccccc3)c(-c3ccc([N+](=O)[O-])cc3)[nH]2)cc1OC,11,·
COc1ccc(-c2nc3n(n2)C(=O)CC(c2ccco2)S3)cc1 (stereo not drawn),5,71
O=C1C2C3C=CC(C3)C2C(=O)N1c1n[nH]c(-c2cccnc2)n1 (stereo not drawn),-2,·
O=C(O)c1ccc(CN2CCOCC2)cc1,-8,·
CCOc1cc(/C=C2/NC(=S)NC2=O)ccc1OCc1ccc(Cl)cc1,9,·
COc1ccc(/C=C/C(=O)NCC2CCCO2)cc1Br (stereo not drawn),-2,·
CCc1cc(C)cc(OCCOc2ccc(/C=c3\sc4nc5ccccc5n4c3=O)cc2)c1,-7,·
COc1ccc(OC)c(C2C(C(=O)OCCc3ccccc3)=C(C)NC3=C2C(=O)CCC3)c1 (stereo not drawn),-12,·
COc1ccc(/C(N)=N/OC(=O)c2ccc(Cl)cc2)cc1,0,·
Cc1occc1-c1nnc(SCC(=O)c2c[nH]c3ccccc23)n1C,-3,·
CCOC(=O)c1c(-c2ccc(Cl)cc2)csc1NC(=O)C1CC=CCC1C(=O)O (stereo not drawn),-1,·
CCOC(=O)c1c(N)c(C#N)n2c1CCC2,12,·
O=C1C2C(C(=O)N1c1ccc(Br)cc1)N1CCCN1C2c1cccc([N+](=O)[O-])c1 (stereo not drawn),1,·
CC(C)(C)c1ccc(-c2nc(-c3cccc([N+](=O)[O-])c3)no2)cc1,5,·
COc1ccc(/C(O)=C2\C(=O)C(=O)N(c3cc(C)on3)C2c2ccccc2OC)cc1 (stereo not drawn),-3,71
CCc1ccc(N2CC(C(=O)Nc3cccc(C)c3C)CC2=O)cc1 (stereo not drawn),-5,·
COCCn1c(SCC(=O)N2CCC(C)CC2)nc2ccccc2c1=O,-2,129
COc1cc(/C=N\n2nnnc2N)ccc1OCc1ccc(C)cc1,-4,·
CC1(C)Cc2ccccc2/C(=C(\Cc2ccccc2)C(N)=O)N1,-5,·
COc1ccccc1CNC(=O)/C=C/c1cccc([N+](=O)[O-])c1,-6,·
O=C(CCCC(=O)Nc1cccnc1)Nc1cccnc1,4,92
C/C(=C\C(=S)Nc1ccccc1)Nc1ccc(Cl)cc1,-15,·
COc1ccc(-c2noc(-c3cccc(OC)c3OC)n2)cc1OC,5,96
Cc1ccc(N2C(=O)C3C(C2=O)C(C(=O)c2ccc(Cl)cc2)N2CCCC32)cc1 (stereo not drawn),4,·
Cc1cc(C)c(-c2csc(NC(=O)c3ccc(Cl)cc3Cl)n2)c(C)c1,7,·
C=CCn1c(C(C)O)nc2ccccc21 (stereo not drawn),-8,·
O=C1C2C3C=CC(C3)C2C(=O)N1c1cc([N+](=O)[O-])ccc1O (stereo not drawn),-2,·
CCCCN(CCCC)CCCNC(=O)CC1Oc2ccc(C)cc2NC1=O (stereo not drawn),15,98
CCC(C)(C)NC(=O)C(c1cccc(OC)c1)N(C(=O)c1ccn[nH]1)c1cccc(OC)c1 (stereo not drawn),9,102
CC(=O)NC(CCS(C)(=O)=O)C(=O)Nc1ccc2c(c1)OCO2 (stereo not drawn),-6,97
O=S1(=O)CCC(NC(=S)N/N=C/c2cccc3ccccc23)C1 (stereo not drawn),-9,·
C=CCn1c(=N)n(CC(O)COc2ccccc2OC)c2ccccc21 (stereo not drawn),-6,96
COC(=O)C1=NN(C(=O)OC(C)(C)C)C(O)(C(C)(C)C)C1 (stereo not drawn),4,·
CCn1nc(C(=O)OC2CCOC2=O)c2ccccc2c1=O (stereo not drawn),1,103
O=C(CN1CCOCC1)NCC12CC3CC(CC(C3)C1)C2,2&1,93
COc1ccc(N/C=C(\C#N)C(N)=O)cc1,4,·
CC1CN(C(=O)c2cn3ccccc3n2)CC(C)O1 (stereo not drawn),8,98
O=C(NCc1ccco1)C(=O)Nc1cccc(C(F)(F)F)c1,8,·
CCOc1ccc2nc(NC(NC(C)=O)(C(=O)OC)C(F)(F)F)sc2c1 (stereo not drawn),9,124
CCOc1ccccc1C=Nc1ccccc1C(=O)Nc1ccccc1,-7,·
O=C(Nc1ccc(-c2nc3ccccc3[nH]2)cc1)c1cccs1,2,·
COc1ccc(C(=O)N(CCCCN2C(=O)c3ccccc3C2=O)c2ccc(C)cc2)cc1OC,4,·
CC(C)NC(=O)c1ccc(Cl)c([N+](=O)[O-])c1,3,·
